KCNQ1 inh: inhibitors of human KCNQ1 channel, primary screen, cell-based, thallium flux, high-throughput | Potassium voltage-gated channel subfamily KQT member 1 (Homo sapiens), P51787 | CHO-K1 KCNQ1, FluxOR thallium flux fluorescence; hits give high values | B-score at 10 µM | 310,000 tested, 1.3% active;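 active means compounds whose thallium flux B-score, printed positive for inhibition, exceeds three library SD while starting fluorescence stays within three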;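 further: channel opened by potassium depolarization with thallium stimulus after 20 min compound exposure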
KCNK3 block: human KCNK3 channel inhibitors, primary screen, CHO cells, FluxOR thallium flux, B-score; B-score at 10 µM; FluxOR fluorescence; hits give low values; 340,000 tested, 0.84% active;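 active means B-score under library mean minus 4 SD, starting fluorescence ratio at most library mean plus 5 SD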;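 further: more negative B-score means stronger inhibition of thallium flux through KCNK3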
KCNQ1 act: potentiators or activators of KCNQ1 channel, primary screen, cell-based, thallium flux, high-throughput. CHO-K1 KCNQ1, thallium flux FluxOR fluorescence; hits give high values. B-score at 10 µM. 310,000 tested, 0.35% active. AID 2648, 2010;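 active means fluorescence ratio B-score, a plate-corrected score, at least three library SD, with initial intensity B-score within 5 SD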
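Doses: Single concentration per compound, DMSO matched to controls | Test system: KCNQ1-transfected CHO-K1 cells | Timing: 90 min dye loading and 20 min compound exposure, both at room temperature | Measured by: Kinetic FluxOR thallium fluorescence, 10-s 1-Hz baseline, 110-s post-stimulus read | Medium: Assay buffer with matched DMSO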
RGS4 pot: RGS4 potentiators or activators, primary screen, cell-based, HEK293 M3R inducible RGS4, calcium flux. carbachol calcium flux Fluo4; hits give low values. B-score at 10 µM. 310,000 tested, 0.92% active. AID 463111, 2010;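 active means B-score of the integrated calcium signal more than 4 SD below the library mean, with starting fluorescence not abnormally high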;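 further: negative B-score means reduced calcium response which marks RGS4 activation or potentiation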
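System: HEK293 FlpIn-TREx cells, stable M3R, doxycycline-inducible RGS4. Timing: overnight RGS4 induction, 30 min dye load 37 °C, 20 min compound RT. Also added: carbachol, ECmax concentration. Measured by: Fluo4 fluorescence kinetic imaging of calcium. Evaluation: integrated calcium ratio converted to B score.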
Dyrk1A ADPGlo: rat Dyrk1A kinase inhibitors, primary screen, biochemical, single point, plate reader. Dual specificity tyrosine-phosphorylation-regulated kinase 1A (Rattus norvegicus), Q63470. ADP-Glo luminescence, NFATc1 peptide. inhibition, % at 12.5 µM. 310,000 tested, 0.43% active; in the data active means inhibition above about 50%;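 further: plate controls were vehicle with enzyme for no effect and no enzyme for full effect; many of its hits are not listed in these tables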
KCNK9 block: KCNK9 potassium channel inhibitors, primary screen, HEK293 cells, thallium flux | Potassium channel subfamily K member 9 (Homo sapiens), Q9NPC2 | FluxOR thallium flux fluorescence; hits give low values | B-score at 10 µM | 310,000 tested, 1.2% active | AID 488922, 2010;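 active means ratio B-score over 3 SD below the library mean, with starting fluorescence within 5 SD of its mean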;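 further: negative B-score means less thallium flux so channel inhibition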
hERG rescue: hERG rescue from dofetilide block, primary screen, cell-based, CHO-hERG, FluxOR thallium flux, dofetilide IC70. dofetilide IC70 present. activation (rescue from dofetilide block), less the hit threshold, % at 10 µM. 310,000 tested, 0.51% active. AID 1511, 2009;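 active means activation above the mean of controls blocked by dofetilide plus 5 SD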;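 further: thallium influx through hERG after potassium depolarization seen as dye fluorescence rise; in these data hits start at about 4.7%; inactives centre near -7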
Target sequence (Q12809 whole entry, looked up): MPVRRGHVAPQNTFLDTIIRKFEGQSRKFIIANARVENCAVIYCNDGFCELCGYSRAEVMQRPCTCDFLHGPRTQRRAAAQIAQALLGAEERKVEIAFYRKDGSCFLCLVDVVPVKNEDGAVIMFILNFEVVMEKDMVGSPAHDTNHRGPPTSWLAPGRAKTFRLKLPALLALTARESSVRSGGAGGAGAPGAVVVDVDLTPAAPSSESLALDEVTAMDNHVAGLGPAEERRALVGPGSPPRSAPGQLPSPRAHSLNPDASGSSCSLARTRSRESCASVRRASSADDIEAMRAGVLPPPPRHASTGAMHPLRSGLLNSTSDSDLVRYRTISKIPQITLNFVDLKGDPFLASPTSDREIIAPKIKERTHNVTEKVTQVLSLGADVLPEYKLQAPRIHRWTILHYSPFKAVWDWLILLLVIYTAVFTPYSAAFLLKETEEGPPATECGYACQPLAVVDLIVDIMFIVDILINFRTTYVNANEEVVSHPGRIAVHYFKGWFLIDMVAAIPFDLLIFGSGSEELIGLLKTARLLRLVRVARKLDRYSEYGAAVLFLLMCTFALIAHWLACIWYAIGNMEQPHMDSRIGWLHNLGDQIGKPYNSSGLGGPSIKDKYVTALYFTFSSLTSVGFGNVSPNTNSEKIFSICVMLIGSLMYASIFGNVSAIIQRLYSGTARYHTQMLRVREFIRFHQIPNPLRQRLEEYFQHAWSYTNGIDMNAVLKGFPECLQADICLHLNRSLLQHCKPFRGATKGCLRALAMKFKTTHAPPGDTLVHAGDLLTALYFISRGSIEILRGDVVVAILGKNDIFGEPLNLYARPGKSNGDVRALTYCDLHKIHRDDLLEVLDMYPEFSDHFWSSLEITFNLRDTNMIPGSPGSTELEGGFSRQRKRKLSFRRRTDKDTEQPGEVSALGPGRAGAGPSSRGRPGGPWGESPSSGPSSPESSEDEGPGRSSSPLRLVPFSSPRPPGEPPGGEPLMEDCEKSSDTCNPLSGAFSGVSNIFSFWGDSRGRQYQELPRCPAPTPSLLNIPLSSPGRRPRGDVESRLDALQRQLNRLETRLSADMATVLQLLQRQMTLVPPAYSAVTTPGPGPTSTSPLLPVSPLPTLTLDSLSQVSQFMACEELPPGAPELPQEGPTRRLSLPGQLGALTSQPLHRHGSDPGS
GSK3A inh: blockers of GSK3A enzyme activity – biochemical, luminescence, cell-free homogeneous, HTS, primary screen | GSK-3 alpha kinase, ADP-Glo luminescence, 60 min | inhibition, % at 10 µM | 320,000 tested, 0.1% active;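 in the data active means inhibition above about 50%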;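 further: GST-tagged GSK-3 alpha with peptide substrate and 25 µM ATP; 0% = DMSO neutral wells and 100% = GW8510 positive control wells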
HDAC3 inh: HDAC3 deacetylase inhibitors, primary screen, biochemical, fluorescence, cell-free homogeneous; Histone deacetylase 3 (Homo sapiens), O15379; recombinant HDAC3, fluorogenic peptide/trypsin coupled; inhibition, % at 8.3 µM; 320,000 tested, 0.15% active; in the data active means inhibition above about 26%, passing the limit was not always enough
PolyA inhibitor: polyadenylation inhibitors in yeast reporter cells, primary screen, luminescence, S. cerevisiae. S. cerevisiae SKY197-pL101 polyadenylation reporter, beta-gal luminescence; efflux-impaired pdr1/pdr3 knockout yeast; score 100 = 6 SD above DMSO. calls only at 12 µM. 300,000 tested, 0.02% active. AID 1875, 2009;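 active means lowest replicate activity score at least 50, where 100 means six control SD above control mean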;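 further: yeast exposed to compound for 9 h at 30 °C; higher score means more reporter readthrough which indicates perturbed polyadenylation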
GSK3beta inhib: human GSK3beta kinase inhibitors, primary screen, biochemical, cell-free homogeneous, HTS; Glycogen synthase kinase-3 beta (Homo sapiens), P49841; GST-GSK3beta kinase, ADP-Glo luminescence, 60 min; hits give low values; activity score (negative = inhibition), % at 10 µM; 300,000 tested, 0.038% active; AID 2097, 2009;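 active means more than half of replicate wells score below -50%, meaning over 50% inhibition versus plate controls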;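 further: 0% = median DMSO wells and -100% = median GW8510 positive control wells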
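Test system: GST-tagged human GSK3beta kinase, cell-free; evaluation: activity score scaled between in-plate DMSO and GW8510 controls; measured by: ADP-Glo luminescence; incubation: 60 min reaction, RT; benchmarks: DMSO and 20 µM GW8510; reagent: peptide substrate plus 25 µM ATP (final); medium: Tris/MgCl2 kinase buffer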
* marks the source's active call; other numbers are inactive results; i = inactive; / = no result given.

SMILES | KCNQ1 inh | KCNK3 block | KCNQ1 act | RGS4 pot | Dyrk1A ADPGlo | KCNK9 block | hERG rescue | GSK3A inh | HDAC3 inh | PolyA inhibitor | GSK3beta inhib
Cc1ccc(C)c(S(=O)(=O)N2CCN(CC(=O)N3CCc4ccccc4C3)CC2)c1 | i | i | i | i | 0 | i | -8 | -3 | 1 | i | 2
COc1cccc(/C=C(/CC(=O)Nc2ccc(N3CCOCC3)cc2)c2nc3ccccc3s2)c1 | i | i | i | i | -4 | i | -11 | 0 | 9 | i | 0
CCOc1ccc(N2CSC(=S)N(c3ccc(OCC)cc3)C2)cc1 | i | i | i | i | -4 | i | -1 | -2 | -3 | i | -4
Cc1ccccc1-c1nnc(SCc2ccccc2)o1 | i | i | i | i | 0 | i | -6 | 2 | 2 | i | -1
CCOC(=O)c1ccc(NC(=O)NC2CC3CCC(C2)N3)cc1 (stereo unspecified) | i | i | i | i | -5 | i | -10 | 1 | 8 | i | -2
CC(C)c1ccc(OCc2ccc(C(=O)N3CCN(c4ccccn4)CC3)cc2)cc1 | 6* | i | i | i | -1 | i | -8 | 5 | -3 | i | 4
O=C(O)c1ccc(CNCc2cccc(Cl)c2)cc1 | i | i | i | i | -2 | i | -7 | 1 | -2 | i | -1
CCN(CC)S(=O)(=O)c1cccc(NC(=O)COc2ccc(F)cc2Br)c1 | i | i | i | i | / | i | -5 | -2 | 9 | i | 1
O=C(Cn1c(C2CC2)nc2ccccc2c1=O)Nc1ccc(Br)cc1 | i | i | i | i | -2 | i | -12 | -2 | 10 | i | -1
CC(C)CCn1c(=O)c2ccccc2c2ccccc2c1=O | 6* | i | i | i | -1 | i | -9 | -1 | 1 | i | -2
O=C(Nc1ccc2oc(-c3ccccc3F)nc2c1)c1ccc2c(c1)OCCO2 | i | i | i | i | / | i | -12 | -2 | -2 | i | 6
CC1CC1C(=O)OCc1cc(=O)n2cc(Br)ccc2n1 (stereo unspecified) | i | i | i | i | -8 | i | -5 | -3 | 1 | i | 2
O=S(=O)(Cc1ccccc1)c1nc2ccccc2n1Cc1ccccn1 | i | i | i | i | 0 | i | -12 | -2 | -8 | i | 1
COc1cccc(CNS(=O)(=O)c2csc(C(N)=O)c2)c1 | i | i | i | i | -4 | i | -8 | / | 3 | i | -1
COC(=O)c1ccccc1S(=O)(=O)Nc1ccc2cn[nH]c2c1 | i | i | i | i | 0 | i | -5 | 2 | 0 | i | -1
Cc1ccccc1NC(=O)Cn1cnc2c1c(=O)n(C)c(=O)n2C | i | i | i | i | -2 | i | -9 | -3 | 8 | i | -2
Cc1cc([N+](=O)[O-])ccc1NC(=O)Nc1ccccc1F | i | i | i | i | 0 | i | -1 | -2 | 2 | i | 1
Cc1[nH]nc(SCC(=O)Nc2cccc(O)c2)c1[N+](=O)[O-] | i | i | i | i | 0 | i | -4 | -1 | -13 | i | 0
COc1cc(C(=O)Nc2nc(-c3ccc(Cl)cc3)c(C)s2)ccc1OCC(=O)Nc1ccc(F)cc1 | i | i | i | i | -2 | i | -6 | -1 | 1 | i | 17
O=C(Oc1cccc(/C=N/Nc2nc(N3CCOCC3)nc(N3CCOCC3)n2)c1)c1ccco1 | i | i | i | i | -3 | i | -7 | -3 | 4 | i | -5
O=C(O)CC1=C(O)C(=O)N(c2ccccc2)C1c1ccc(Cl)cc1 (stereo unspecified) | i | i | i | i | -3 | i | -7 | -2 | -1 | i | 0
CCOC(=O)Cc1csc(NC(=O)/C=C/c2ccccc2Cl)n1 | i | i | i | i | 2 | i | -7 | -4 | -5 | i | 3
O=C(NCCC1=CCCCC1)c1cnc2n(c1=O)CCS2 | i | i | i | i | -8 | i | -10 | -1 | 2 | i | 2
O=C(OCn1nnc2ccccc2c1=O)c1ccc2c(=O)n3c(nc2c1)CCC3 | i | i | i | i | 7 | i | -2 | -1 | -2 | i | -6
FC(F)(F)c1nnc(-c2ccccc2)nc1N1CCOCC1 | i | i | i | i | -1 | i | -5 | -1 | -2 | i | 1
Cc1cc(CN(C)C(=O)CC2C(=O)NCCN2Cc2c(F)cccc2Cl)on1 (stereo unspecified) | i | i | i | i | -6 | i | -10 | -2 | -4 | i | 3
Cc1cc(C)n(CC(=O)NC2CCCCC2)n1 | i | i | i | i | / | i | -3 | -1 | -3 | i | -5
Cc1cc(C(=O)OCC(=O)Nc2cccc(S(=O)(=O)N(C)C)c2)c(C)o1 | i | i | i | i | -6 | i | -13 | -3 | -3 | i | -1
CCC(C)[C@H](NC(=O)Nc1ccc2c(c1)OCCO2)C(=O)O (stereo partly specified) | i | i | i | i | -1 | i | -8 | -5 | -2 | i | -1
COc1ccc(-n2c(CNC(=O)COc3ccccc3)n[nH]c2=S)cc1 | i | i | i | i | 1 | i | -6 | 0 | -6 | i | 2

Of the compounds above, these have two or more sulfur atoms.
SMILES | KCNQ1 inh | KCNK3 block | KCNQ1 act | RGS4 pot | Dyrk1A ADPGlo | KCNK9 block | hERG rescue | GSK3A inh | HDAC3 inh | PolyA inhibitor | GSK3beta inhib
CCOc1ccc(N2CSC(=S)N(c3ccc(OCC)cc3)C2)cc1 | i | i | i | i | -4 | i | -1 | -2 | -3 | i | -4
COc1cccc(CNS(=O)(=O)c2csc(C(N)=O)c2)c1 | i | i | i | i | -4 | i | -8 | / | 3 | i | -1

Next records.
SMILES | KCNQ1 inh | KCNK3 block | KCNQ1 act | RGS4 pot | Dyrk1A ADPGlo | KCNK9 block | hERG rescue | GSK3A inh | HDAC3 inh | PolyA inhibitor | GSK3beta inhib
O=C(c1ccccc1Br)N1CCN(c2ccccn2)CC1 | i | i | i | i | -4 | i | 0 | 1 | -3 | i | 0
COc1ccc(CN(C2CCCC2)S(=O)(=O)c2ccc(-n3cnnn3)cc2)cc1OC | i | i | i | i | 1 | i | 1 | -1 | 1 | i | 2
COc1ccc(-c2ccc(SCC(=O)N3CCN(c4ccccc4)CC3)nn2)cc1 | i | i | i | i | / | i | -2 | -2 | -2 | i | 2
Cc1cc(NS(=O)(=O)c2ccc(Nc3nc(-c4sc(N)nc4C)cs3)cc2)no1 | i | i | i | i | 12 | i | -11 | 11 | 13 | i | -2
NC(=S)N/N=C1\CCOc2ccc(Cl)cc21 | i | i | i | i | 8 | i | -9 | 2 | 2 | i | -1
COc1ccc(S(=O)(=O)N2CCc3ccccc32)cc1C(=O)N1CCOCC1 | i | i | i | i | -1 | i | -8 | / | / | i | -6
COc1cccc(CN(Cc2cccnc2)S(=O)(=O)c2ccc(-n3cnnn3)c(C)c2)c1 | i | i | i | i | 6 | i | -8 | -10 | 3 | i | 2
Cc1cccc(C)c1NC(=O)C1CCN(S(C)(=O)=O)CC1 | i | i | i | i | 3 | i | -2 | 0 | -9 | i | 1
Cc1cc(C)cc(NC(=O)N2C3CCCC2CC(NC(=O)C2CC2)C3)c1 (stereo unspecified) | i | i | i | i | -1 | i | -6 | 1 | 0 | i | -2
O=C(Cn1cncc1-c1ccc([N+](=O)[O-])cc1)Nc1cccc2ccccc12 | i | i | i | i | -2 | i | -2 | 0 | 1 | i | -1
CCOc1ccc(N(CC(=O)NC2CCCCC2)C(=O)CSc2nnc(COc3ccccc3)o2)cc1 | i | i | i | i | -29 | i | -2 | 1 | 4 | i | 1
C=CCOc1ccc(CN(C)CC(=O)Nc2ccccc2[N+](=O)[O-])cc1 | i | -9.5* | i | i | -6 | i | -16 | -7 | -11 | i | -2
COc1ccc(CNC(=S)Nc2ccc(-c3ccccc3)cc2)cc1 | i | i | i | i | 3 | i | -3 | 1 | -7 | i | 5
O=C(CNC(=O)c1ccco1)OCC(=O)c1ccc2ccccc2c1 | i | i | i | i | 27 | i | -11 | 0 | 2 | i | 0
COCC(=O)N1CCc2ccc(NC(=O)c3ccccc3Cl)cc2C1 | i | i | i | i | 2 | i | -10 | -1 | -1 | i | 1
Cc1ccc(S(=O)(=O)N(C)c2ccc(C(=O)N3CCN(Cc4ccc5c(c4)OCO5)CC3)cc2)cc1 | i | i | i | i | 9 | i | -13 | 1 | 8 | i | -1
CCCc1cc(Nc2cccc(OCC)c2)n2ncnc2n1 | i | i | i | i | 10 | i | -8 | 0 | 7 | i | 3
Cc1cc(C(=O)OCC(=O)NCCCN2CCCC2=O)c2ccccc2n1 | 11* | i | i | i | 5 | i | -9 | -2 | 5 | i | -1
Clc1ccc(Oc2cnc3ccccc3n2)cc1 | i | i | i | i | 2 | i | -6 | -3 | -2 | i | 4
CCOc1cc(C)c(S(=O)(=O)NCCCn2ccnc2)cc1C | i | i | i | i | 0 | i | -1 | -1 | -3 | i | 1
C=CCOc1cccc(NC(=O)c2ccccc2SC)c1 | i | i | i | i | / | i | -11 | / | 7 | i | -1
Cc1ccc(C(=O)NC(=S)Nc2ccc(N3CCN(C(=O)c4ccco4)CC3)cc2)cc1 | i | i | i | i | 5 | i | -10 | -2 | -3 | i | 4
Cc1ccc(-c2cc(C(=O)N3CC(C)OC(C)C3)c3ccccc3n2)o1 (stereo unspecified) | i | i | i | i | 0 | i | -16 | 1 | -33 | i | 1
O=C(COc1ccc(Cl)cc1Cl)Nc1c(-c2cccs2)nc2ccccn12 | i | i | i | i | -2 | i | -5 | -1 | 3 | i | 0
Cc1sc2c(c1C)C(O)=C(C(=O)Nc1ccccc1)S(=O)(=O)N2C | i | i | i | i | 2 | i | -4 | -3 | 7 | i | 2
Cc1cc(S(=O)(=O)Nc2ccc(C(=O)NCC3(N4CCCCC4)CCCCC3)cc2)ccc1F | i | i | i | i | 7 | i | -9 | 1 | -2 | i | 0

Screens (PubChem BioAssay)

Some of the compounds tested, so the mix of outcomes need not match the whole.
